High-throughput results deposited in PubChem by several laboratories.
Cdc25B block = human M-phase inducer phosphatase 2 inhibition. P30305. recombinant Cdc25B, OMFP fluorescence Ex485/Em525. inhibition, %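 (compounds tested at 10 µM final in the well)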. 0.1% of 65,000 active. AID 368; in the data active = inhibition above about 50%
FXIIa mix inh = blocks human factor XIIa in pooled compound mixtures | purified FXIIa, fluorogenic substrate | 0.2% of 62,000 active | P00748 | inhibition, % at 5 µM;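 also: 0% = enzyme without compound and 100% = no enzyme blank; some results filed as inactive read as strong as hits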
MKP-1 inh = inhibitors of human MKP-1 phosphatase; recombinant MKP-1, OMFP hydrolysis fluorescence; inhibition, %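 (compounds tested at a single concentration somewhere between 10 and 100 µM)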; 0.15% of 65,000 active;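 active = inhibition above about 50%, limit read from the data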;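 also: 0% = DMSO max control wells and 100% = wells with enzyme stopped by NaOH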
AP ELISA ortho = orthogonal test for alternative complement pathway inhibitors | Human serum alternative complement pathway, LPS-coated ELISA, C3 deposition; tested in compound mixtures | inhibition, % at 5 µM | 0.08% of 62,000 active | AID 1235;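 active = inhibition above 30% in each of the two pooled mixtures holding the compound, so the lower value exceeds 30%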;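 also: 0% = serum in Mg-EGTA without compound and 100% = EDTA serum blank; some compounds past the cut are filed as inactive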
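Test system: human serum complement alternative pathway, C3 deposition onto LPS / Medium: Mg2+-EGTA GVB++ buffer containing human serum at 1:15 dilution / Probe or stimulus: Plate-bound LPS / Times: 1 h at 37 °C / Signal: ELISA with HRP anti-human C3 antibody, TMB substrate, absorbance 450 nm / Measure: percent inhibition / Repeats: two pool placements per compound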
MMP13 inh = MMP13 (human) collagenase inhibition; AID 570; 0.07% of 65,000 active; MMP-13 fTHP FRET cleavage, Mca fluorescence; inhibition, % at 4 µM; P45452;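 active = inhibition above the mean of compound-free control plate wells plus 3 SD, cut at about 14% in these data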;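 also: 0% = DMSO wells and 100% = wells with reference MMP-13 inhibitor after basal subtraction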
FXIa inh mix = blocks human factor XIa in pooled compound mixtures; P03951; purified FXIa, fluorogenic substrate; inhibition, % at 5 µM; 0.19% of 62,000 active;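 also: each value is inhibition by a whole ten-compound pool holding the compound; 0% = enzyme with no mixture and 100% = wells lacking enzyme; strong numbers were not always called active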
Target sequence (P03951 19-387 limits assumed): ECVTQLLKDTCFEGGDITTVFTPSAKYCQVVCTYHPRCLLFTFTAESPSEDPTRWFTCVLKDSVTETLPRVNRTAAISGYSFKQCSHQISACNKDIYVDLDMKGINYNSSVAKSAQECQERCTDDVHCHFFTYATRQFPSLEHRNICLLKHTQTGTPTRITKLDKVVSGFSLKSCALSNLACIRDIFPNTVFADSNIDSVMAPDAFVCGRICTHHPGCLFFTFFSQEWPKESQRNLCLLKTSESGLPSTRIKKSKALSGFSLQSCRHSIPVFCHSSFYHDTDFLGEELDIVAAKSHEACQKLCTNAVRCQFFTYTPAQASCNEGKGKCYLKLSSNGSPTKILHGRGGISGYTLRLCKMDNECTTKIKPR
Target sequence (P03951 388-625 limits assumed): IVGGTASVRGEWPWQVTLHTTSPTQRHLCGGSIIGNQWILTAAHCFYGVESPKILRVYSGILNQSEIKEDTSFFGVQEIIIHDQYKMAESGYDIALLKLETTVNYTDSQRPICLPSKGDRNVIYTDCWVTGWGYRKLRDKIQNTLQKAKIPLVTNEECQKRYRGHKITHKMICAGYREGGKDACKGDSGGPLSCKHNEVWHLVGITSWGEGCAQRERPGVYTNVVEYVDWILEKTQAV
JNK3 blocker = blocks human JNK3 kinase activity; 0.61% of 60,000 active; purified JNK3 kinase activity, HTS; inhibition, % at 8 µM; in the data active = inhibition above about 17%;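 also: 0% = DMSO and 100% = reference inhibitor; many of its hits are not listed in these tables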
Target sequence (P53779 whole entry, looked up): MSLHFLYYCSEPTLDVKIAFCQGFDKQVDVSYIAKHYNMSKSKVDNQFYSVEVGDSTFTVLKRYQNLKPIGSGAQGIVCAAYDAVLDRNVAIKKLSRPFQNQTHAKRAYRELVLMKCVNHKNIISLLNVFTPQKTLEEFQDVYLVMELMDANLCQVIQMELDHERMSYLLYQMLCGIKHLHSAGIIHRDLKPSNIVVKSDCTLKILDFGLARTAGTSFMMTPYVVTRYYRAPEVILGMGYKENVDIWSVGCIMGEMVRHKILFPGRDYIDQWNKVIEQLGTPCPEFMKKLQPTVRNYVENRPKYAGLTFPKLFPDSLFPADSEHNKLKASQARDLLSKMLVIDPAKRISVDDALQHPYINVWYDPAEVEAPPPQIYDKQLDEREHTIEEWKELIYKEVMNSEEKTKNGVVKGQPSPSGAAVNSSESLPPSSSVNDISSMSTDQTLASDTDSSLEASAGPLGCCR
Abs 340nm = compounds absorbing at 340 nm. compound absorbance at 340 nm, fold over control. fold change at 10 µM. 65,000 tested, under 10 active. AID 708;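 active = at 10 µM dose, initial 340 nm absorbance at least 2 fold that of control wells; inactive = change under 2 fold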;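 also: initial absorbance extrapolated from kinetic A340 decline of NADH oxidation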
Hsp90 inh = displaces geldanamycin probe from tumor Hsp90; NCI-N417 lysate Hsp90, Cy3B-geldanamycin FP displacement; inhibition, % at 30 µM; 0.35% of 64,000 active; AID 429;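 active = inhibition above 50%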;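 also: 0% = tracer plus lysate wells and 100% = tracer alone without lysate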
* hit, by the source's call; . = no result given; [ ] = another dose, or the depositor's remark. Rule as the data show it, unless noted: active = inhibition above about 20% (passing the limit was not always enough); inactive = the rest.

SMILES	Cdc25B block	FXIIa mix inh	MKP-1 inh	AP ELISA ortho	MMP13 inh	FXIa inh mix	JNK3 blocker	Abs 340nm	Hsp90 inh
COc1cccc(CSc2nnc(-c3ccc(F)cc3)o2)c1	9	-14	5	3	-3	9	-4	1.1	-2
Cc1ccc(-n2ncc3c(=O)n(CC(=O)Nc4cccc(Cl)c4)cnc32)cc1C	6	3	9	13	-18	15	-1	0.98	1
Cc1ccc(C(=O)c2cc3c(cc2N)OCCO3)cc1	-4	15	0	18	4	5	7	1.1	-1
O=C(Nc1cc(Cl)ccc1O)c1cc2n(n1)C(C(F)(F)F)CC(c1ccc3c(c1)OCO3)N2 (stereo not given)	2	3	2	3	-1	-9	-3	1.1	12
Cc1nn(-c2ccccc2)c(C)c1C(=O)OCC(=O)c1c(N)n(CC(C)C)c(=O)n(C)c1=O	-9	10	35	-3	3	8	1	0.99	-7
CCCCC(=O)Nc1nnc(SCC(=O)N2CCN(c3ccccc3OC)CC2)s1	-7	.	3	.	-1	.	8	1	-1
Cc1cccc2cc(C(c3nnnn3CC3CCCO3)N3CCCC4(CCCCC4)C3)c(=O)[nH]c12 (stereo not given)	-9	9	22	-6	-4	3	-10	1	-3
COc1ccc2[nH]c(=O)c(C(c3nnnn3CC3CCCO3)N3CCc4ccccc4C3)cc2c1 (stereo not given)	19	7	29	2	-20	1	1	1	-8
CC(C)C(NC(=O)C1CCCCC1)C(=O)NCc1ccccn1 (stereo not given)	-8	4	3	11	1	5	-1	1	-3
COc1ccccc1N1C(=O)C2C3C=CC(C3)C2C1=O (stereo not given)	-6	21*	-6	2	4	1	4	0.99	-2
C/C(N)=C(/C#N)C(=O)COc1ncnc2ccc(Br)cc12	-10	7	20	13	2	10	-7	0.99	-4
CSc1nc(NCC(C)C)nc(N2CCOCC2)n1	-2	2	22	3	3	1	3	1	0
Cc1oc(-c2ccc(Cl)cc2)nc1CN1CCC(C(=O)NCCCN2CCCC2=O)CC1	-3	11	38	-9	4	4	-2	1	-1
CN(C)CCCNS(=O)(=O)c1cc(Cl)ccc1Cl	-2	1	-12	15	6	9	-5	1	-3
O=C(NCCCN1CCCC1)C1CCN(C(=O)c2cc3sccc3n2Cc2ccc(F)cc2)CC1	-16	12	0	7	0	-5	7	0.97	-3
COc1cc(CNC2CCCCCC2)cc(OC)c1OC	-9	5	5	16	1	9	-3	1.1	1
CC(C)C1CC(O)(C2(O)CCCCC2)ON1 (stereo not given)	8	4	-25	13	3	9	7	0.99	-1
COc1ccc(C2C(C(C)=O)=C(O)C(=O)N2CCO)c(OC)c1 (stereo not given)	6	13	-11	0	-10	3	4	1	3
CN(C)S(=O)(=O)N(CCN1CCOCC1)Cc1ccccc1F	-3	7	-28	14	-5	9	2	0.97	-4
O=C(Cn1nc(-c2ccccc2)nc1-c1ccccc1)N1CCOCC1	2	10	-8	-1	2	-3	-3	1	4
O=C(NC1CCN(Cc2ccccc2)CC1)c1ccccc1F	-10	10	-1	16	2	9	-1	1	1
Cc1occc1-c1nnc(SCC(=O)NCc2ccc3c(c2)OCO3)n1CC(C)C	4	-17	30	2	2	1	-2	1	-4
Cc1ccc(C)c(NC(=O)C2CCCN2C(=O)OC(C)(C)C)c1 (stereo not given)	5	-1	-17	-20	6	-1	3	1	0
CCN1CCCC1CNC(=O)c1cc(NC(C)=O)c(N(C)C)cc1OC (stereo not given)	-3	14	-16	14	3	3	-5	1	-1
O=C(Cc1cccs1)NCc1ccccc1F	-5	1	2	7	-2	-3	-3	1	-7
CSc1nncc(-c2ccc(F)c(F)c2)n1	0	-6	11	17	-10	11	-3	1.1	7
Cn1ncc(C#N)c1NC(=O)C1CC(c2c(F)cccc2Cl)=NO1 (stereo not given)	2	1	-1	10	-8	6	-4	1	-2
c1cncc(-c2nnc(-c3cccs3)o2)c1	-1	-15	18	7	-78[fluorescence artefact?]	8	.	1	-1
COc1ccc(S(=O)(=O)N2CCCC2C(=O)Nc2ccc(C)cc2)cc1 (stereo not given)	-3	-1	0	-9	-2	4	.	0.97	0
Cn1c(=O)c2c(nc(N3CCc4ccccc4C3)n2Cc2ccc(Br)cc2)n(C)c1=O	-6	7	-2	-5	3	4	-2	1	-8
CN(Cc1ccccc1)C(=O)CSc1nc2ccccc2c(=O)n1Cc1ccco1	-6	13	20	10	-6	3	4	1	-3
CCOC(=O)C1=C(C)NC(=O)NC1c1ccccc1Cl (stereo not given)	-5	16	11	1	0	-1	-5	1	-1
COc1ccccc1/C=C/CN1CCOCC1	-12	8	-3	30	3	1	-2	1	3
Cc1ccc(-c2[nH]nc3c2C(c2ccoc2)C(C#N)=C(N)O3)cc1C (stereo not given)	0	-13	23	11	3	0	4	1	-11
COc1ccccc1-c1nnc(NC(C)=O)s1	5	-6	-7	-10	-23	1	0	1	2
N#CCCN1CCN(C2=NC(=O)C(=C3CCCCC3)S2)CC1	-11	-2	3	-2	1	2	5	0.97	-2
Nc1cc(N)nc(SCC(=O)N2CCCCC2)n1	3	8	17	-32	2	5	9	1	-7
CCOc1ccccc1-n1cnc2cc(C(=O)NCc3ccco3)ccc21	25	.	-6	.	-1	.	-2	0.99	-1
CN(C)CCn1c(C(=O)O)cc2ccccc21	-7	2	8	17	-4	-3	-5	0.98	-1
CCc1nnc(NC(=O)CN2C(=O)c3ccccc3C2=O)s1	3	6	-9	14	-1	3	1	1.1	-3
O=C(Nc1nncs1)c1ccc(S(=O)(=O)c2ccccc2)cc1	-10	-8	4	19	1	10	.	1.1	0
Cn1c(C(=O)N2CCc3ccccc32)cc2c(=O)n3ccccc3nc21	8	6	6	-2	1	10	3	1.1	-4
O=C(NCCN1CCN(c2ccccc2)CC1)C1CCN(S(=O)(=O)N2CCOCC2)CC1	-7	9	14	2	2	-1	-5	1	2
Cc1ccc(CN(C)C(=O)C2CCCN2C(=O)c2cccs2)o1 (stereo not given)	-5	2	13	6	5	5	.	1	.
CC(C)Cn1cnc2c(c1=O)c1nc3ccccc3nc1n2Cc1ccc2c(c1)OCO2	27	.	3	.	0	.	4	1.1	-1
O=C(Nc1nc(-c2cc(Cl)sc2Cl)cs1)c1cccs1	-1	2	-3	-8	-10	-33	3	1.1	-2
CCc1c(C)[nH]n(-c2ccc(Oc3ccccc3)c(S(=O)(=O)O)c2)c1=O	-4	0	11	3	4	-1	4	1	9
C/C(=C\C(=O)c1ccccc1)Nc1cccc(O)c1	-13	2	4	-2	-8	5	-6	1.1	0
CCOC(=O)c1nn(-c2ccc(OC)cc2)c(=O)c2c(NC(=O)c3ccco3)scc12	-9	-2	11	10	-18	2	4	1.1	0
Cc1ccc(NC2=CC(=O)CC(C)(C)C2)c(N)c1	-4	3	-34	-9	-8	1	-4	1	-3
CC(=O)Nc1ccc(NC(=O)CN(C)CCC#N)cc1	-6	6	7	6	1	2	7	1	1
O=C(c1cnsn1)N1CCN(c2ccccn2)CC1	-9	3	17	10	0	-2	3	1	-3
CCCCC(=O)N=c1sc2cc(S(C)(=O)=O)ccc2n1C	-12	0	-13	12	-4	4	0	1	1
c1cc2c(nn1)CCc1nonc1-2	-4	4	-44	-9	1	-8	6	0.99	0
CC1=C(C#N)c2nc(N)c(C#N)c(C)c2/C1=C\c1ccccc1	6	10	19	2	-7	4	0	1	-6
CCCCCCOc1ccc(/C(N)=N/O)cc1	5	-18	-11	1	1	-37	-2	1	2
NC(=O)c1ccccc1NC(=O)CS(=O)(=O)Cc1ccccc1	-15	-16	2	11	-6	-2	3	1	2
CCOC(=O)c1c(C)n(C)c2c(C)cc(O)c(OC(C)=O)c12	3	4	8	13	2	2	-7	1	-3
Cn1c(=O)c(=O)n(C)c2cc(S(=O)(=O)N3CCOCC3)ccc21	-4	4	0	8	0	-2	2	1	-4
CC(C)Cn1c(N)c(C(=O)CSc2ccc3c(c2)OCCO3)c(=O)n(C)c1=O	-1	6	25	7	11	5	1	1	1

Other results
SMILES	Cdc25B block	FXIIa mix inh	MKP-1 inh	AP ELISA ortho	MMP13 inh	FXIa inh mix	JNK3 blocker	Abs 340nm	Hsp90 inh
CCC1CCCCN1C(=O)CSc1nc(N)c(NC(=O)c2ccco2)c(=O)[nH]1 (stereo not given)	-9	8	0	-1	4	11	-1	1	-1
COc1ccccc1NC(=O)CN(Cc1ccco1)C(=O)c1ccc(-n2nc(C)cc2C)cc1	-14	.	26	.	-1	.	2	1	-1
c1ccc(N2CCN(c3nc(NCc4ccco4)c4ccccc4n3)CC2)cc1	7	11	-14	-2	-15	4	-2	1	0
COCCn1nnnc1C(c1cccc(C#N)c1)N1CCCCCC1 (stereo not given)	18	0	-7	-2	4	11	2	0.99	-4
Cc1nnc(NC(=O)c2ccc(S(=O)(=O)N(C)Cc3ccccc3)cc2)o1	6	-14	-6	-8	4	-2	6	0.97	0
N#C/C(=C1/CCCCCN1)c1nc2ccccc2[nH]1	-8	2	-5	14	2	7	4	1.1	5
CCOCC(=O)Nc1c(C(=O)Nc2ccccc2OC)oc2ccccc12	-2	6	-9	10	0	1	1	1.1	-3
COc1cccc(OC)c1C(=O)N1CCN(Cc2ccncc2)CC1	-1	-18	10	-2	6	-6	2	1.1	5
COc1cc(C(=S)N2CCCC2)cc(Cl)c1O	-4	-17	39	14	1	3	-1	1	-8
CCOC(=O)C1CCN(C(=O)CC(C)c2ccccc2)CC1 (stereo not given)	-12	3	-2	13	2	5	5	1	-3
COc1nc(-c2ccc(Cl)cc2)ccc1-c1noc(-c2ccncc2)n1	2	3	8	2	-3	4	2	1	-15
CC(C)(C)C1CCc2onc(C(=O)N3CCOCC3)c2C1 (stereo not given)	-15	5	-8	1	-4	4	5	0.97	-3

Entries above containing a thiophene ring, fused or not, in the order listed:
SMILES	Cdc25B block	FXIIa mix inh	MKP-1 inh	AP ELISA ortho	MMP13 inh	FXIa inh mix	JNK3 blocker	Abs 340nm	Hsp90 inh
O=C(NCCCN1CCCC1)C1CCN(C(=O)c2cc3sccc3n2Cc2ccc(F)cc2)CC1	-16	12	0	7	0	-5	7	0.97	-3
O=C(Cc1cccs1)NCc1ccccc1F	-5	1	2	7	-2	-3	-3	1	-7
c1cncc(-c2nnc(-c3cccs3)o2)c1	-1	-15	18	7	-78[fluorescence artefact?]	8	.	1	-1
Cc1ccc(CN(C)C(=O)C2CCCN2C(=O)c2cccs2)o1 (stereo not given)	-5	2	13	6	5	5	.	1	.
O=C(Nc1nc(-c2cc(Cl)sc2Cl)cs1)c1cccs1	-1	2	-3	-8	-10	-33	3	1.1	-2
CCOC(=O)c1nn(-c2ccc(OC)cc2)c(=O)c2c(NC(=O)c3ccco3)scc12	-9	-2	11	10	-18	2	4	1.1	0

(further entries)
SMILES	Cdc25B block	FXIIa mix inh	MKP-1 inh	AP ELISA ortho	MMP13 inh	FXIa inh mix	JNK3 blocker	Abs 340nm	Hsp90 inh
Cc1cc(NC(=O)CSC2=Nc3ccccc3C3=NC(Cc4ccccc4)C(=O)N23)n[nH]1 (stereo not given)	-5	8	10	20	-3	5	36*	1.1	3
COc1ccccc1Cn1c(=S)[nH]c2cc(C(=O)N3CCN(C)CC3)ccc2c1=O	-5	-13	-6	8	-1	5	.	1.1	3
CCCc1nc2n[nH]c(N)c2c2c1CCCC2	-8	.	-33	.	2	.	6	1	-2
O=c1oc2ccccc2c(O)c1/C=N/c1ccccn1	0	-17	22	17	1	-2	0	1	2
CCOc1cc(CN2CCN(C(=O)c3ccco3)CC2)ccc1OC	-9	5	-15	4	-2	1	0	1.1	-2
CCOC(=O)c1c(NC(=O)COc2ncnc3sccc23)sc2c1CCC2	6	2	21	6	-3	10	-4	1.1	0
C/C(=N\O)c1ccc2c3ccccc3n(C)c2c1	-10	-16	-4	-4	-96[fluorescence artefact?]	-4	6	1	-4
CCn1c(SCC(=O)Nc2ccccc2N2CCOCC2)nnc1-c1ccccc1O	2	-20	2	18	1	-9	-1	1	0
Cc1cc2nnc(SCC(=O)NCc3cccs3)n2c(N)n1	-3	2	37	-3	-3	-26	-2	0.97	-2
